# Screens: PubChem BioAssay, several laboratories
# PKA-R2B activ: PKA-R2B complex activation; P22694+P31323; PKA-R2B holoenzyme dissociation, Cy5-IP20 fluorescence polarization; R2B truncated from residue 108, S112A mutant; 0% DMSO only, 100% 113 µM cGMP; activation, % at 11.4 µM; 340,000 compounds, 0.079% hits;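 active = activation above a cutoff set at the mean over all compounds plus 3 SD, cut at about 18% in these data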;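 also: higher means more holoenzyme dissociation and a rise in polarization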
# DAGLB inh: diacylglycerol lipase beta (human) inhibition; HEK293T DAGLB membrane lysate, EnzChek fluorogenic substrate; 340,000 compounds, 0.059% hits; inhibition, % at 5.17 µM; in the data active = inhibition above about 34%;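 also: 0% = enzyme with vehicle and 100% = wells lacking enzyme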
# Target sequence (Q8NCG7 whole entry, looked up): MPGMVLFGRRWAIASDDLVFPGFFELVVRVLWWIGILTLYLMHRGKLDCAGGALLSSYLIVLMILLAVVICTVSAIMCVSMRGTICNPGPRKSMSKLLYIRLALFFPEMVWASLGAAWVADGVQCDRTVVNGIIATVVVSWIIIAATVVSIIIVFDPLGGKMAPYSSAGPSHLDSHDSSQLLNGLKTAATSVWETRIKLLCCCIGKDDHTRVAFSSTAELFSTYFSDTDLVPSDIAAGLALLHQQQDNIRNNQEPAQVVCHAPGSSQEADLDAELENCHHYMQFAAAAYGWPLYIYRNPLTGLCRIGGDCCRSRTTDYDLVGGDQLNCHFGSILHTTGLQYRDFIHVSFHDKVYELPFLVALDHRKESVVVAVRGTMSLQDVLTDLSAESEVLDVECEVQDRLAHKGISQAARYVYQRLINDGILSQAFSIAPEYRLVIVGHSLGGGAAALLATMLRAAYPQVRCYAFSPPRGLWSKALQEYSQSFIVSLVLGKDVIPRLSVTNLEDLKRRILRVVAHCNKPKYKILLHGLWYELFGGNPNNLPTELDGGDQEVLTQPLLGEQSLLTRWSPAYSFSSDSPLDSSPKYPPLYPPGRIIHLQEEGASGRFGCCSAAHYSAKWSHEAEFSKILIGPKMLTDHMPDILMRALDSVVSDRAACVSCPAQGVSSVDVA
# SR-BI uptake up: activators of SR-BI mediated HDL lipid uptake. CHO ldlA[mSR-BI] cells, DiI-HDL uptake fluorescence, 3 h; 100 = double the neutral-control signal. activation, % at 12.5 µM. 320,000 compounds, 0.096% hits;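 active = mean replicate activation of at least 60% and every replicate at or above 60%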;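 also: 0% = median plate neutral-control signal and 100% = twice that signal; values of inactives mirror those of a sister screen read the other way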
#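 Material – SR-BI-overexpressing, LDLR-lacking CHO cells · Medium – BSA-supplemented, HEPES-buffered Ham's F12, pH 7.4 · Doses – single concentration · Times – compound with DiI-HDL co-incubation, 3 h at 37 °C · Measured by – bottom-read fluorescence, 550/595 nm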
# RTF Ca sens inh: cardiac RTF calcium desensitization | P19429+P45379 | IANBD-labeled cardiac RTF, Ca2+ fluorescence | inhibition, % at 7.15 µM | 340,000 compounds, 0.12% hits | AID 493244;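 active = inhibition above the mean inhibition of all tested compounds plus 3 SD, cut at about 17% in these data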;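 also: assay run at fixed EC70 calcium of 1.6 mM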
# CAL PDZ FP-1: blocks peptide binding to human CAL PDZ domain | 330,000 compounds, 0.02% hits | inhibition, % at 20 µM | AID 504414 | purified CAL PDZ, TMR-peptide fluorescence polarization, 1 h;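 active = highest replicate inhibition of at least 40%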;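 also: plate controls were DMSO neutral control wells for no effect and unlabeled competitor peptide control wells for full effect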
#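 Test system: tagged CAL PDZ domain / Buffer or medium: sodium phosphate/NaCl buffer pH 7.4 with TCEP, IgG, Thesit / Reagent: TMR-labelled reporter peptide T*-PRC34 bound in PDZ groove / Compound dosing: single point, 20 µM / Schedule: 1 h incubation at room temperature before polarization reading / Technique: fluorescence polarization (mP) / Benchmarks: unlabelled peptide, DMSO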
# CAL PDZ FP-2: blocks peptide binding to the human CAL PDZ domain | Q9HD26 | purified CAL PDZ, TMR-peptide fluorescence polarization, 1 h | inhibition, % at 24.9 µM | 300,000 compounds, 0.92% hits | AID 602252;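 active = mean inhibition of at least 30% with at least half of replicates also reaching 30%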;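 also: 0% = DMSO neutral control and 100% = excess unlabeled competitor peptide PRC23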
# cardiac RTF act: cardiac RTF calcium sensitization | IANBD-labeled TnC RTF fluorescence at EC20 calcium; 0% EC20 calcium, 100% full calcium | activation, % at 7.2 µM | P19429+P45379 | AID 493008 | 340,000 compounds, 0.24% hits;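 active = activation above the mean over all tested compounds plus 3 SD, cut at about 30% in these data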;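 also: rise in fluorescence read as greater calcium sensitivity of cardiac thin filaments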
# Rtt109 Vps75: blocks Candida albicans Rtt109/Vps75 acetyltransferase activity; 330,000 compounds, 0.16% hits; AID 540336; purified Rtt109/Vps75, ThioGlo CoA-SH fluorescence, 4 h; inhibition, % at 34.9 µM;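 active = inhibition of at least 50% in every replicate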
# Target sequence (Q5AAJ8 whole entry, looked up): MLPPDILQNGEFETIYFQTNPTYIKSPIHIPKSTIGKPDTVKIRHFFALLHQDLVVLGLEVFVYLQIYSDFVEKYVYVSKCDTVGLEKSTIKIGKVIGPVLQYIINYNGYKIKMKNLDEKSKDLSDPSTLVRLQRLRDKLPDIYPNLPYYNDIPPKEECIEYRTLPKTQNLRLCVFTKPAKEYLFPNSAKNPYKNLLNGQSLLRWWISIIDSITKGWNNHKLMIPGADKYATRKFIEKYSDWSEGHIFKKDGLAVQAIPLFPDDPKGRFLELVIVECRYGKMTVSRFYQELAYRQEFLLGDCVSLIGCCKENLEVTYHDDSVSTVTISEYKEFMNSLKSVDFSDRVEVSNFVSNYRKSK
# LANA DNA inh: inhibitors of KSHV LANA C-terminal domain DNA binding | MBP-C-LANA/FAM-LBS DNA binding, fluorescence polarization | inhibition, % at 9 µM | 340,000 compounds, 0.078% hits | AID 504423;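 active = highest replicate inhibition at or above 60% at 9 µM, even if other replicates fall short; inactive = all replicates below 60% inhibition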;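 also: 0% = neutral control wells and 100% = 4 µM acridine orange control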
# Keap1-Nrf2 PPI: disrupts human Keap1 binding to Nrf2 peptide. Keap1 Kelch-Nrf2 peptide fluorescence polarization, 1536-well. inhibition, % at 9.4 µM. 340,000 compounds, 0.15% hits; in the data active = inhibition above about 12%;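 also: human Keap1 Kelch domain with fluorescein labeled Nrf2 9mer peptide probe; 0% = neutral control wells and 100% = peptide positive control; higher means more block of Keap1 binding to Nrf2 peptide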
# The depositor's hits bear a star; · = no result given.
SMILES,PKA-R2B activ,DAGLB inh,SR-BI uptake up,RTF Ca sens inh,CAL PDZ FP-1,CAL PDZ FP-2,cardiac RTF act,Rtt109 Vps75,LANA DNA inh,Keap1-Nrf2 PPI
COc1ccc(-c2noc(-c3ccccc3F)n2)cc1,-5,-18,3,-12,-1.8,·,5,-1,-2.7,0
O=S(=O)(c1cccc(Br)c1)N1CCN(C(=S)NCC2CCCO2)CC1 (centres undefined),-7,-1,13,-7,-0.7,4,4,·,·,·
COc1nc2ccccc2nc1CCC(=O)O,-10,3,-5,-9,0.2,-3,-2,3,0.9,5
CCCCn1c(/N=C/c2c[nH]c3ccccc23)nc2ccccc21,-8,1,-13,-2,0.7,-2,0,-5,2.1,-2
CC1Oc2ccccc2N(CC(=O)N2CCCC2)C1=O (centres undefined),9,-1,-12,0,·,-8,-4,4,0.3,-8
CN(C)S(=O)(=O)c1ccc(Cl)c(NC(=O)COC(=O)C2CSC3(C)CCC(=O)N23)c1 (centres undefined),3,0,3,-8,-1.0,0,-4,-3,-1.9,1
Fc1ccc(-n2nnc(-c3ccccc3Br)n2)cc1,-1,-2,-1,-4,0.1,-2,4,4,-2.2,0
CCCn1c(SCC(=O)N2CCCc3ccccc32)nnc1-c1ccco1,-7,2,-6,6,·,-3,7,-5,-2.0,-8
CC(C)Oc1c(Cl)cc(CNC(C)(C)CO)cc1Cl,10,0,0,0,0.5,0,-3,0,-0.6,1
Cc1ccc(C(=O)OCC(=O)N2CCNC2=O)c(C)c1,-3,-1,11,4,0.5,-1,1,1,0.3,0
CCCCCN(C(=O)COC(=O)Cc1c(C)nc2ccccc2c1C)c1c(N)n(CCCC)c(=O)[nH]c1=O,1,5,-27,-7,-2.5,2,-1,-19,-1.1,-3
O=C(NCCN1CCOCC1)c1ccc(Cl)cc1O,-3,-5,3,1,-2.2,-8,0,6,0.0,-2
N#CCSc1nc2ccccc2c(=O)n1C1CCCCC1,1,-7,-14,-14,-1.1,2,-3,5,-1.1,0
COc1ccc(C2CC(=O)N3C(=C2C#N)SCC3(O)c2ccccc2)cc1 (centres undefined),-3,1,-24,-1,-1.7,-2,2,20,-0.4,-8
O=C(NCc1nc2ccccc2[nH]1)C1=C[C@@H](C2CCCCC2)C[C@@H](OCCCCO)O1,-4,-5,26,0,0.0,-1,3,4,1.1,-2
COc1ccc2cc(C(C)C(=O)OC(C)C)ccc2c1 (centres undefined),-4,-7,0,6,0.0,-2,-10,-6,-0.2,-3
CCC1CCCCN1S(=O)(=O)c1ccc(S(=O)(=O)N2CCN(S(=O)(=O)CC)CC2)cc1 (centres undefined),-11,-6,10,-12,-0.8,-1,3,-1,0.3,-4
CC(=O)N1c2ccc(S(=O)(=O)N3CCC(C(=O)N4CCCCC4)CC3)cc2CC1C (centres undefined),-10,2,15,-11,-3.0,-3,4,-9,-1.1,-2
O=C1c2ccccc2C(O)N1Cc1ccccc1Cl (centres undefined),6,-2,29,-7,-1.1,·,10,-4,0.2,-3
CCc1ccc(OCc2n[nH]c(=S)n2C(C)CCCC(C)C)cc1 (centres undefined),-8,-7,18,-3,-2.8,0,3,8,-0.9,-1
Cc1ccccc1Nc1nnc(SCc2cc(=O)n3ccsc3n2)s1,6,-1,4,-5,-2.0,-2,-3,-7,0.8,-1
CNC(=O)CSc1nnnn1-c1ccc(C)cc1C,0,-2,3,1,0.4,-1,-2,-11,-0.8,1
Cc1ccccc1OC(C)C(=O)NC1CCCC1 (centres undefined),2,-4,2,-23,-1.5,0,-1,-5,-0.3,-4
Cc1ccc(CN(Cc2ccco2)C(=S)NCC(=O)NCc2cccnc2)cc1,-4,2,0,-9,-0.5,3,3,1,-0.7,-2
COc1ccc(NC(=O)CSc2nc3ccccc3c(=O)n2CCNC(C)=O)c(OC)c1,0,1,-12,-6,-0.3,-1,0,-19,0.7,1
CCC1CCCCN1C(=O)c1ccc(OC)c(OC2CCN(C(C)=O)CC2)c1 (centres undefined),-5,-1,26,-2,-0.9,0,-8,-2,0.5,1
COc1ccc(NC(=O)[C@H](CCS(C)(=O)=O)N2Cc3ccccc3C2=O)c(OC)c1,3,2,-4,-2,1.1,·,0,0,-0.8,-2
CCOC(=O)CCc1cnccc1-c1cccc(OC)c1O,1,2,34,-7,-0.1,-5,0,3,0.3,-4
COC(=O)NCCOC(=O)N(O)c1ccc(Br)cc1,1,0,29,-7,-2.0,·,4,-1,-0.2,4
CCN(C[C@H]1N[C@@](Cc2ccccc2)(C(=O)OC)[C@H]2C(=O)N(C)C(=O)[C@@H]12)C(=O)NC(C)C,-3,-2,-3,-1,-0.4,7,-4,0,-0.7,0
c1ccc(CNc2ccc(N3CCOCC3)cc2)cc1,-1,10,10,-6,-0.8,-2,9,2,-0.3,-4
CSc1nc2nc(-c3cccs3)cc(C(F)(F)F)c2c(=O)[nH]1,6,0,21,-11,-1.4,-3,-4,-32,-1.7,1
O=C(CSc1ccc([N+](=O)[O-])cn1)Nc1ccccc1N1CCOCC1,1,0,-5,2,-0.1,·,0,-2,0.0,-4
Cc1cc2nccc(-c3ccc(Cl)c([N+](=O)[O-])c3)n2n1,0,2,-17,8,-8.7,0,-4,10,-0.1,-3
CC1CCCCC1NC(=O)c1ccc(CNc2c(N3CCCC3)c(=O)c2=O)cc1 (centres undefined),-4,1,-18,-2,-0.1,·,1,-3,-1.6,-4
O=C1OC(=O)C2C1[C@@H]1CC[C@H]2O1 (some centres undefined),-1,2,9,7,0.6,-2,6,1,1.5,2
CCOc1ccc(NC(=O)CN(C)C(=O)Cn2c(=O)oc3ccccc32)cc1OCC,-3,2,-2,0,-2.4,-2,-6,-6,0.1,2
Cc1ccc(NC(=O)COC(=O)c2c(-c3ccccc3)noc2C)c(C)c1,-10,0,-17,-8,-0.4,·,-5,-3,-1.3,-1
CCN1CCN(C(=O)c2ccc(COc3ccc(Cl)cc3)o2)CC1,3,-2,10,-2,-1.1,-4,2,-10,-1.6,-4
Cc1cccc(NC(=O)/C(=C\c2cccs2)NC(=O)c2ccccc2)c1,-11,0,-25,-6,0.6,-2,-2,2,0.0,-2
CC(C)=CCC/C(C)=C/CNC(=O)C[C@H]1C[C@H](C(=O)N2CCCCC2)[C@@]2(C)c3[nH]c4cc(CCC(=O)N(C)C)ccc4c3CCN2C1=O,4,4,-6,0,-0.2,0,-3,0,1.2,-5
Cc1occc1C(=O)N1CCN(c2ccc([N+](=O)[O-])cc2)CC1,-9,-2,-5,-6,-1.7,-4,1,1,-0.3,-2
CC(=O)Nc1ccc(S(=O)(=O)NCCSCc2c(Cl)cccc2Cl)cc1,-4,-1,-10,-5,-0.7,-1,4,-3,-4.0,-5
CC(NCc1ccc(N(C)C)cc1)C1CC2CCC1C2 (centres undefined),5,2,19,-7,-2.1,-4,2,·,0.7,-2
O=C(Nc1ccc(Cl)cc1)N1CCC(c2nc(-c3ccccc3Cl)no2)CC1,-8,-7,-57,-8,-1.7,-1,8,6,0.2,-2
FC(F)Oc1ccc(-c2csc(=Nc3cccnc3)n2CC2CCCO2)cc1 (centres undefined),-11,4,-9,8,0.5,-3,0,0,-1.0,4
Cc1ccc(OCC(O)Cn2c(=N)n(CCN3CCCCC3)c3ccccc32)cc1 (centres undefined),-13,1,-30,4,-1.2,-1,-5,-5,-2.1,-2
O=C1CC(Sc2nnc(-c3ccccc3)o2)C(=O)N1c1ccccc1 (centres undefined),-7,-4,28,-1,-0.6,-6,-3,1,-0.3,-5
Cc1cc(C)nc(SCc2ccc(C(=O)O)o2)n1,-10,2,-14,1,-0.4,-2,2,-7,-0.6,-4
CCCNC(=O)c1ccccc1C(=O)NCCC,3,0,1,-10,1.1,-9,-1,-13,-0.2,5
Cc1cc2ccccc2nc1SCC(=O)N1c2ccccc2CC1C (centres undefined),0,-5,18,-1,-0.5,-4,7,-5,1.1,2
O=C(CCCC(=O)N(CC(=O)NC1CCCC1)c1ccc(F)c(Cl)c1)Nc1ccccn1,-3,1,·,1,-0.5,-3,-1,-3,1.0,-2
Cc1cc(-c2nnc(SCC(=O)Nc3ccccc3)n2C)no1,-1,0,-6,-12,-0.7,·,6,-3,·,-2
CCN(Cc1ccncc1)Cc1ccc(OC)cc1OC,-5,-1,6,1,-1.4,·,2,-8,1.6,-5
COc1cc(O)c(C(CCN2CCCC(C)C2)c2cc(OC)c(OC)c(OC)c2)c(OC)c1 (centres undefined),-5,0,-17,-1,-1.3,-2,11,2,-1.1,-6
COc1ccc(C(C(=O)NCc2ccccc2)N(C(=O)c2snc(C(N)=O)c2N)C2CCCC2)cc1O (centres undefined),3,1,25,-15,-0.5,-9,0,7,-1.1,1
CC(Sc1nnc(-c2ccc(O)cc2)o1)C(=O)Nc1cccc2ccccc12 (centres undefined),12,-2,17,5,-4.9,-5,2,3,0.5,-4
Cc1ccc(NS(=O)(=O)c2ccc(Br)s2)cc1S(=O)(=O)N1CCOCC1,-9,0,0,-9,0.4,4,3,-9,1.6,-5
Cc1nn(C)c(C)c1CN(C)C(=O)c1cc2nc(-c3ccco3)cc(C(F)(F)F)n2n1,-19,-1,-19,10,-0.9,0,-3,-11,0.3,-1
COc1cc(C(=O)N2CCN(C(=O)C3CCCO3)CC2)cc(OC)c1OC (centres undefined),4,-1,20,-11,1.2,·,-2,-8,0.2,1
Cc1nnc(SCCOC(N)=O)n1C,-3,-1,7,-1,-2.7,·,2,-6,-2.3,-10
O=C(NC1CCCCC1)C(c1cccs1)N(C(=O)C(F)(F)F)c1ccccc1 (centres undefined),-4,-2,6,13,-0.6,1,2,-2,-1.1,-3
